From PubChem BioAssay
GluA2 TARP mod – modulators of AMPA receptor GluA2-stargazin complexes; 3.5% of 40,000 active; calls only at 30 µM; HEK293 GluA2+stargazin, membrane potential dye (FDSS), glutamate EC50; hits were called plate by plate, in both directions; AID 1259245;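 active = any of four per-well response measures lying three or more SD from its plate-wide compound average, in either direction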
Target sequence (O88602 whole entry, looked up): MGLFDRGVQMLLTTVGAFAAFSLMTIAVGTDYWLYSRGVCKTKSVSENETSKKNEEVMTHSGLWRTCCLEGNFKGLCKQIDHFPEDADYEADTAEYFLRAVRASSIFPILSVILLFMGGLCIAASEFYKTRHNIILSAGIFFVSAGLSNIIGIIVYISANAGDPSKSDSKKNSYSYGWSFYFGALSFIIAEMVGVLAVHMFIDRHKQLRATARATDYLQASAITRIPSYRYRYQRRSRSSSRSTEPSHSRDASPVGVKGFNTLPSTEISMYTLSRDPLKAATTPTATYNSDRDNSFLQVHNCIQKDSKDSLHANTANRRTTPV
Target sequence (P19491 whole entry, looked up): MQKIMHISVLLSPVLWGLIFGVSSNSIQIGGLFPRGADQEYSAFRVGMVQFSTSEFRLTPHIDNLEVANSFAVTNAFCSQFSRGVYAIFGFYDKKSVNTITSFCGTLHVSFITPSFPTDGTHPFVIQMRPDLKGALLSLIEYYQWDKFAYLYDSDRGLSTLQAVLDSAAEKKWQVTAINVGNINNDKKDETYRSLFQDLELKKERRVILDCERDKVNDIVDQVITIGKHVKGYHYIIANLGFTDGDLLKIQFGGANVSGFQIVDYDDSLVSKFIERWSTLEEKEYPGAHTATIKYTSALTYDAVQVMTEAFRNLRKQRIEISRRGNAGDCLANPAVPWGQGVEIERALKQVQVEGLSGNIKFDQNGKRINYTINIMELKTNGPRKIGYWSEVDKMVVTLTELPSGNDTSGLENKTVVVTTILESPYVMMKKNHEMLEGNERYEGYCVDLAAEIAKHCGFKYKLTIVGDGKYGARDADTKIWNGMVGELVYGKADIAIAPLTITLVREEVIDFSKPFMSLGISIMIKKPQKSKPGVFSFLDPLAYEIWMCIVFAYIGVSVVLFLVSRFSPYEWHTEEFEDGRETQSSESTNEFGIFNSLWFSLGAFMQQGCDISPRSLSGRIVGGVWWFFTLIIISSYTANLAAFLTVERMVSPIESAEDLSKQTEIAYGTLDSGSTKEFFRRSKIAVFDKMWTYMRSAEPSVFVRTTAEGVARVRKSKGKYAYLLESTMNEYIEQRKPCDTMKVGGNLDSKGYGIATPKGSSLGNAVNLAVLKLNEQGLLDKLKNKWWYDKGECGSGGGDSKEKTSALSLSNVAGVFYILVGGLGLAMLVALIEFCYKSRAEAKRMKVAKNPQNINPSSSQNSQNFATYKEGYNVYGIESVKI
GluA2 TARP mod agonism max-min – further read-out of GluA2 TARP mod, marked with its call; compound max-min signal; compound-alone response (agonism);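 unitless range of fluorescence divided by baseline over first 100 seconds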
GluA2 TARP mod glutamate slope – second read-out of GluA2 TARP mod, no call of its own (marks repeat the call); glutamate slope, % of max; measured here: glutamate response slope, % max;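 scaled per plate between vehicle wells and maximal 1 mM glutamate control wells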
* = called active by the depositor; i = inactive; + = active, no number; & = joins results of further samples. Not all compounds are listed (hit frequency here may not be typical).

SMILES	GluA2 TARP mod	GluA2 TARP mod agonism max-min	GluA2 TARP mod glutamate slope
CCS(=O)(=O)N1CCCc2cc(NS(=O)(=O)c3ccc(OC)c(C)c3)ccc21	i	0.045	57
COc1ccc(-c2cc(CC(=O)Nc3ccon3)no2)cc1	i	0.055	37
Cc1c(C)n2c3c(=O)n(CC(N)=O)c(=O)n(C)c3nc2n1C(C)C	i	0.13	70
O=C(Nc1nc2cc3c(cc2s1)OCCO3)c1ccno1	i	0.11	38
CC(C)N1CCC(CNC(=O)C(=O)Nc2ccc(C(F)(F)F)cc2)CC1	i	0.086	65
CSCCC(C)(O)CNC(=O)C(C)(C)Oc1ccc(Cl)cc1 (stereo not drawn)	i	0.1	60
Cc1ccc2sc(N(Cc3ccccc3)C(=O)C3CCCN3S(C)(=O)=O)nc2c1C (stereo not drawn)	i	0.087	60
O=C(Nc1nnc(Cc2cccs2)o1)C1CCCCC1	i	0.11	56
O=C(NCCn1ncc2c(N3CCCCC3)ncnc21)C1CCCC1	i	0.059	74
COCCOC(=O)C1=C(C)NC(=O)NC1c1ccccc1 (stereo not drawn)	i	0.08	20
COCCN1CCC(CNC(=O)C(=O)NC(C)c2ccccc2)CC1 (stereo not drawn)	i	0.081	55
Cc1ccc(C(CNC(=O)COc2ccc3ccccc3c2)N2CCOCC2)cc1 (stereo not drawn)	+	0.092*	57*
O=C(NCC1CCN(C(=O)c2ccccc2F)CC1)C(=O)Nc1cc2c3c(c1)CC(=O)N3CCC2	i	0.18	83
Cc1cccc(N2CCN(C(=O)CCc3nnc4n(CCc5ccccc5)c(=O)c5ccccc5n34)CC2C)c1 (stereo not drawn)	i	0.065	59
Cc1cccc(N2CC(O)Cn3c2nc2c3c(=O)n(CCN3CCCCC3)c(=O)n2C)c1 (stereo not drawn)	i	0.021	46
Cc1cccc(-c2noc(-c3cn(CC(=O)Nc4ccccc4C)c4nc(C)ccc4c3=O)n2)c1	i	0.024	24
CSc1cccc(NC(=O)C(=O)N2CCC(Cc3ccccc3)CC2)c1	i	0.1	64
CSCCC(C)(O)CNC(=O)c1cc(C)ccc1C (stereo not drawn)	i	0.048	50
COc1ccc(COCC(O)CN2CCOCC2)cc1OC (stereo not drawn)	i	0.051	54
COc1ccc(NC(=O)CN2N=NC3C(=O)N(c4ccc(Cl)cc4)C(=O)C32)cc1OC (stereo not drawn)	i	0.078	60
CC(=O)c1cccc(NC(=O)c2nnn(-c3ccccc3)c2C(C)C)c1	i	0.098	63
COc1ccc(/C=C2\Oc3cc(OCC(=O)OC(C)(C)C)ccc3C2=O)c(OC)c1	i	0.09	63
O=C(NCC1CCN(C(=O)c2ccncc2)CC1)C(=O)Nc1cccc(F)c1	i	0.095	63
Cc1nnc2ccc(N3CCN(S(=O)(=O)c4ccc(C(F)(F)F)cc4)CC3)nn12	i	0.063	38
O=C(CN1CCN(c2nccn2-c2cccc(Cl)c2)CC1)NCCc1ccccc1	i	0.031	31
O=C1CCS(=O)(=O)N1c1ccc(S(=O)(=O)NCCN2CCOCC2)cc1	i	0.073	56
Cn1c(-c2ccccc2)nn(CCNS(=O)(=O)/C=C/c2ccccc2)c1=O	i	0.063	49
O=C(COc1ccc(Cl)cc1Cl)NCCNc1ccc(Nc2ccncc2)nn1	i	0.12	54
CC(C)c1ccc(S(=O)(=O)N2CCCC(c3nc(-c4cccc(F)c4)no3)C2)cc1 (stereo not drawn)	i	0.093	47
C=CCn1c(SCC(=O)N(c2ccccc2)c2ccccc2)nc2ccccc2c1=O	i	0.031	52
COc1cn(CC(=O)NCc2ccc3c(c2)OCO3)c(CSc2ncccn2)cc1=O	i	0.065	40
CC(=O)N1CCN(c2oc(-c3cccc(Cl)c3)nc2S(=O)(=O)c2ccccc2)CC1	i	0.14	57
COc1ccc(-c2noc(CSc3nc4ccsc4c(=O)[nH]3)n2)c(OC)c1	i	0.092	63
Cc1nn(-c2nc(C)c(C)c(=O)[nH]2)c(C)c1CCC(=O)NCC1CCCO1 (stereo not drawn)	i	0.091	61
COc1ccc(CNC(=O)CCc2sc(C)nc2-c2cccs2)cc1OC	i	0.078	45
COCCNC(=O)Cn1nc2c(c1NC(C)=O)CSC2	i	0.078	57
CCOC(=O)c1sc(NC(=O)c2ccncc2)c(C(=O)OCC)c1C	+	0.14*	30*
Cc1ccc(S(=O)(=O)Nc2ccccc2CNc2c(C)n(C)n(-c3ccccc3)c2=O)cc1	i	0.062	39
CC1CC(=O)Nc2c1c(NC(=O)c1ccc(F)cc1F)nn2C (stereo not drawn)	i	0.12	59
CC(=O)N1CC(C(=O)Nc2cccc3nsnc23)C1	i	0.077	50
O=C(Cc1csc(Nc2ccccc2)n1)N1CCN(c2ccccc2)CC1	i	0.098	64
COc1cc(N2CCN(S(=O)(=O)c3ccccc3)CC2)nc(OC)n1	i	0.12	57
O=C(O)C1CC(=O)N(C2CCOCC2)C1 (stereo not drawn)	i	0.029	39
Cc1cc(NC(=O)c2ccc(S(=O)(=O)Nc3ccc4c(c3)OCO4)o2)no1	i	0.12	63
CCn1c(=NC(=O)c2ccnn2C)sc2cc(SC)ccc21	i	0.078	55
CS(=O)(=O)N1CCN(CC(O)CON=C2c3ccccc3-c3ccccc32)CC1 (stereo not drawn)	i	0.1	54
Cc1cc(C(=O)N2CCOCC2)nn1CC(=O)Nc1ccc(OC(F)(F)F)cc1	i	0.1	63
O=C(Nc1ccc(Br)cc1F)C1CCCN(c2ccc(-n3ccnc3)nn2)C1 (stereo not drawn)	i	0.077	59
CS(=O)(=O)N1CCN(CCNC(=O)c2nc3ccccc3s2)CC1	i	0.088	67
COc1ccccc1NC(=O)Nc1ccc(Nc2ccc(-n3nc(C)c(C)c3C)nn2)cc1	i	0.076	36
COc1cc(NC(=O)Nc2cc(N3CCCS3(=O)=O)ccc2OC)cc(OC)c1	i	0.096	53
CC1(C)NC(=O)N(CC(O)COc2ccc(C(C)(C)C)cc2)C1=O (stereo not drawn)	i	0.093	33
CCC(=O)Nc1ccc(Cl)c(NC(=O)c2cc3ccccc3o2)c1	i	0.059	31
COc1cccc(C(=O)N2CCN(C(=O)c3cnn4ccccc34)CC2)c1OC	i	0.09	53
CCOc1ccc(/C(O)=C2\C(=O)C(=O)N(CCCN(CC)CC)C2c2ccccn2)cc1 (stereo not drawn)	i	0.1	44
COc1cccc(C(=O)NCCNC(=O)c2ccc(NC(=O)C3CC3)cc2)c1	i	0.084	32
O=S(=O)(c1ccc2ccccc2c1)N1CCN(c2ccc(-c3ccccc3)nn2)CC1	i	0.035	40
Cc1cccc(CNC2CCN(c3ccc(C(=O)Nc4ccccc4)cn3)C2)c1 (stereo not drawn)	i	0.039	42
O=C(CSc1nc(=O)n(CCO)c2c1CCCC2)NCc1ccc(F)cc1	i	0.042	49
O=C(Cc1csc(NC(=O)c2ccc(=O)[nH]c2)n1)NCc1cccs1	i	0.093	43
Later entries
SMILES	GluA2 TARP mod	GluA2 TARP mod agonism max-min	GluA2 TARP mod glutamate slope
CC1Cc2c(NC(=O)C3CC3)nn(C)c2NC1=O (stereo not drawn)	i	0.092	60
O=C(NCCOc1ccc2nnc(-c3cccc(F)c3)n2n1)c1cc(-c2ccccc2)n[nH]1	+	0.18*	54*
COc1ccc(/C=C2\Oc3cc(OC(=O)N4CCOCC4)ccc3C2=O)c(OC)c1	i	0.095	56
O=C(CCCCn1c(=O)c2ccccc2n(CC(=O)NC2CCCCC2)c1=O)NCc1cccs1	+	0.13*	59*
Cc1ccc(N2CCCn3c2nc2c3c(=O)n(CCN3CCOCC3)c(=O)n2C)cc1C	i	0.076	37
Cn1cnc2cc(OC(=O)c3cncc(Br)c3)ccc21	i	0.23	48
CCOCCn1c(=N)sc2c(C)cc(C)cc21	i	0.057	57
Cc1ccc(NC(=O)NCC(O)c2ccc(C(F)(F)F)cc2)cc1 (stereo not drawn)	i	0.12	48
COc1cn(CC(=O)Nc2cccc([N+](=O)[O-])c2)c(CSc2nnnn2C)cc1=O	i	0.13	58
COc1ccc2cc(CCNC(=O)c3ccc(S(=O)(=O)N(C)C)cc3)c(=O)[nH]c2c1	i	0.071	35
Cc1cc(C(=O)N(Cc2ccccn2)c2nc3c(C)c(Cl)ccc3s2)on1	i	0.087	46
O=C(NCCN1CCC(c2cccs2)CC1)c1cc(Cl)ccc1Cl	i	0.064	50
COc1ccccc1C(=O)N1CCN(c2cc(-n3ccnc3C)ncn2)CC1	i	0.12	52
O=C(CCCS(=O)(=O)c1ccccc1)Nc1nc2ccc3ccccc3c2s1	i	0.084	64
Cc1nnsc1C(=O)NCC1CCN(c2ncccn2)CC1	i	0.089	66
O=C(NCCOc1cccc(C(F)(F)F)c1)C1CCCC1	i	0.098	60
O=C(CCn1nnc2ccccc2c1=O)N1CCN(c2cccc(Cl)c2Cl)CC1	i	0.11	84
CC1CCCN(c2ncnc3sc4c(c23)CCCC4)C1 (stereo not drawn)	i	0.061	64
CC(C)N(Cc1ccccc1)C(=O)C(=O)c1cn(CC(=O)N2CCOCC2)c2ccccc12	i	0.044	63
O=C(c1cccc(N2CCCS2(=O)=O)c1)N1CCN(c2ccc(F)cc2)CC1	i	0.1	58
CCc1cc(CC)n(-c2nc3c(c(=O)n(CC(=O)C(C)(C)C)c(=O)n3C)n2C(C)C)n1	i	0.07	62
CCn1nnc2c(SCC(=O)Nc3ccc(C)c(C)c3)ncnc21	i	0.021	42
CCCNC(=O)Cn1nc(-c2ccco2)c2sc(N3CCCCC3)nc2c1=O	i	0.054	39
Cc1ccsc1C(O)CNC(=O)C(C)(C)Oc1ccc(Cl)cc1 (stereo not drawn)	i	0.14	54
CCOCCCNC(=O)c1c(C(F)(F)F)nn(CC2CCCN2C)c1C (stereo not drawn)	i	0.15	74
COc1ccc(Cl)cc1NC(=O)CC(C)n1nc(C)c(C(C)=O)c1C (stereo not drawn)	i	0.1	49
CSc1ccccc1CN1CCC(CNS(=O)(=O)c2ccccc2Cl)CC1	i	0.14	51
Cc1nc2n[nH]c(=S)n2c(C)c1CCC(=O)O	i	0.088	59
COc1ccccc1C(=O)N1CCC(c2nnc(-c3ccco3)o2)CC1	i	0.1	57
CC(C)Cc1cnc2c(c1SCC(=O)N(C(C)C)C(C)C)c(=O)n(C)c(=O)n2C	+	0.1*	64*
NC(=O)c1ccc(NC(=O)C(=O)NCCC(c2ccccc2)c2ccccc2)cc1	i	0.13	65
O=C(COc1ccccc1F)NCC1CCN(C(=O)c2cc3ccccc3o2)CC1	i	0.04	27
Cn1c(=O)[nH]c(=O)c2c1nc(N1CCNCC1)n2CC(O)COc1ccc(Cl)cc1 (stereo not drawn)	+	0.25*	71*
COc1ccc(CNC(=O)NCC2(c3cccs3)CC2)cc1	i	0.12	48
COc1ccc(CCNC(=O)CN2C(=O)S/C(=C\c3ccccc3)C2=O)cc1OC	i	0.1&0.044	53&99
O=C(NCCO)C(=O)Nc1ccc(Cl)c(N2CCCS2(=O)=O)c1	i	0.079	95
COC(=O)C1CCN(S(=O)(=O)CCCOc2ccc3c(c2)OCO3)CC1	i	0.078	62
COCC(C)(O)CNC(=O)c1cc(OC)cc(OC)c1 (stereo not drawn)	i	0.12	66
CCOC(=O)c1c(-c2ccccc2)oc2cc(Br)c(OCC(N)=O)cc12	i	0.086	54
Cc1cc(C(=O)NCCn2nc(-c3ccccc3)n(C)c2=O)c(C)o1	i	0.11	50
O=C(C1CCN(c2ccc(-c3ccc(Cl)cc3)nn2)CC1)N1CCOCC1	i	0.12	21

Pulled by structure from above (3):
SMILES	GluA2 TARP mod	GluA2 TARP mod agonism max-min	GluA2 TARP mod glutamate slope
CCOCCCNC(=O)c1c(C(F)(F)F)nn(CC2CCCN2C)c1C (stereo not drawn)	i	0.15	74
COCCNC(=O)Cn1nc2c(c1NC(C)=O)CSC2	i	0.078	57
CC(C)N(Cc1ccccc1)C(=O)C(=O)c1cn(CC(=O)N2CCOCC2)c2ccccc12	i	0.044	63

Among those listed so far, 15 contain fluorine.
SMILES	GluA2 TARP mod	GluA2 TARP mod agonism max-min	GluA2 TARP mod glutamate slope
CC(C)N1CCC(CNC(=O)C(=O)Nc2ccc(C(F)(F)F)cc2)CC1	i	0.086	65
O=C(NCC1CCN(C(=O)c2ccccc2F)CC1)C(=O)Nc1cc2c3c(c1)CC(=O)N3CCC2	i	0.18	83
O=C(NCC1CCN(C(=O)c2ccncc2)CC1)C(=O)Nc1cccc(F)c1	i	0.095	63
Cc1nnc2ccc(N3CCN(S(=O)(=O)c4ccc(C(F)(F)F)cc4)CC3)nn12	i	0.063	38
CC(C)c1ccc(S(=O)(=O)N2CCCC(c3nc(-c4cccc(F)c4)no3)C2)cc1 (stereo not drawn)	i	0.093	47
CC1CC(=O)Nc2c1c(NC(=O)c1ccc(F)cc1F)nn2C (stereo not drawn)	i	0.12	59
Cc1cc(C(=O)N2CCOCC2)nn1CC(=O)Nc1ccc(OC(F)(F)F)cc1	i	0.1	63
O=C(Nc1ccc(Br)cc1F)C1CCCN(c2ccc(-n3ccnc3)nn2)C1 (stereo not drawn)	i	0.077	59
O=C(CSc1nc(=O)n(CCO)c2c1CCCC2)NCc1ccc(F)cc1	i	0.042	49
O=C(NCCOc1ccc2nnc(-c3cccc(F)c3)n2n1)c1cc(-c2ccccc2)n[nH]1	+	0.18*	54*
Cc1ccc(NC(=O)NCC(O)c2ccc(C(F)(F)F)cc2)cc1 (stereo not drawn)	i	0.12	48
O=C(NCCOc1cccc(C(F)(F)F)c1)C1CCCC1	i	0.098	60
O=C(c1cccc(N2CCCS2(=O)=O)c1)N1CCN(c2ccc(F)cc2)CC1	i	0.1	58
CCOCCCNC(=O)c1c(C(F)(F)F)nn(CC2CCCN2C)c1C (stereo not drawn)	i	0.15	74
O=C(COc1ccccc1F)NCC1CCN(C(=O)c2cc3ccccc3o2)CC1	i	0.04	27
